# Compound activity: PubChem, several laboratories
# NF-kB expr up: raises NF-kB expression in human neuronal cells | fold change at 12.5 µM | AID 1239 | NF-kB reporter expression; stronger effect = higher value | 1.6% of 190,000 active; in the data active = fold change above about 3.3
# G6PDH counter: inhibits Leuconostoc G6PDH, flagging false hits in G6PDH-based assays; Purified L. mesenteroides G6PDH, diaphorase/resazurin coupled fluorescence, 45 min; inhibition, % at 5 µM; 0.12% of 200,000 active; AID 1020; in the data active = inhibition above about 50%
# HMGR II inh: E. faecalis class II HMG-CoA reductase inhibition; 0.41% of 190,000 active; purified E. faecalis HMGR, NADPH absorbance 340 nm kinetic; inhibition, % at 10 µM;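 active = inhibition above a set limit, the median over all tested compounds plus 3 SD, cut at about 9.5% in these data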;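 also: enzyme runs in reverse so mevalonate oxidation gives rising NADPH absorbance; 0% = complete reaction with DMSO and 100% = background rate lacking mevalonate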
# APP 5'UTR act: APP 5'UTR luciferase reporter activation. SH-SY5Y APP 5'UTR luciferase reporter, luminescence; zero percent = DMSO vehicle wells. activation, % at 2 µM. 1% of 190,000 active;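 active = activation above a set limit, based on mean plus 3 SD of controls, cut at about 140% in these data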; also: values of inactives mirror those of a sister screen read the other way
# APP transl inh: APP translation inhibition | SH-SY5Y APP 5'UTR-luciferase reporter, luminescence | inhibition, % at 2 µM | 0.82% of 190,000 active | AID 1285;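 active = inhibition above a set limit, derived from the sample mean plus 3 SD, cut at about 45% in these data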; also: values of inactives mirror those of a sister screen read the other way
# STAT1 act: increases IFN-gamma driven STAT1 reporter signal. NIH 3T3 STAT1-luciferase reporter, luminescence; 100% = IFN-gamma alone, no compound. activation (% of control), % at 5.5 µM. 2.6% of 200,000 active. AID 932;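 active = activation above the screen-wide mean activation plus 3 SD, cut at about 130% in these data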;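 also: raw ratio to IFN-gamma control signal so 100% means no change and 0% no light; values of inactives mirror those of a sister screen read the other way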
# Redox H2O2 prof: compounds producing H2O2 with reducing agent – biochemical, NIH compound library profiling, artefact control for MLSCN library redox annotation, primary screen; activation, % at 10 µM; DTT-dependent redox cycling H2O2, phenol red/HRP absorbance; 100% = 100 µM peroxide control, 0% = buffer; 0.03% of 200,000 active;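 active = activation of at least 50% relative to the plate's high and low controls in the primary single-dose screen; inactive = activation below 50%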;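 also: compound incubated with DTT at 0.8 mM final as the reducing agent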
# FLuc inh counter: Photinus pyralis luciferase inhibition counter-screen. P08659. ATPLite firefly luciferase biochemical luminescence, 10 min. inhibition, % at 10 µM. 1.5% of 200,000 active. AID 1006;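 active = inhibition above about 50% when tested at 10 µM, limit read from the data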
# Target sequence (P08659 whole entry, looked up): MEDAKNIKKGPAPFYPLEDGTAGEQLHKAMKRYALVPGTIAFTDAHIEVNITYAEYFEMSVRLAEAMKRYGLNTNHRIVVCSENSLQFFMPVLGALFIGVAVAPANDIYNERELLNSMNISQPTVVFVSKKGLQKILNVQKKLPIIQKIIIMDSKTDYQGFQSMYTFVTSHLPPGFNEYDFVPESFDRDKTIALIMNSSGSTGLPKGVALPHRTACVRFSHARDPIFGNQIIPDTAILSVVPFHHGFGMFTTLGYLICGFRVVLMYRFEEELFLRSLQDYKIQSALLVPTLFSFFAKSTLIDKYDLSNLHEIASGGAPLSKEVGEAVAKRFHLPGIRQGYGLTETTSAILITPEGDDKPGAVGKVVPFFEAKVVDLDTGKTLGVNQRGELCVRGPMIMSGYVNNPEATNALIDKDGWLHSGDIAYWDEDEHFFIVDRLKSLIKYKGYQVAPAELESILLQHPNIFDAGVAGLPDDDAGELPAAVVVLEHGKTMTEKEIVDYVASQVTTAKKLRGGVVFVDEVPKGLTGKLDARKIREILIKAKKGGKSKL
# FLuc stim CS: firefly luciferase counter-screen for stimulation assays | activation factor at 10 µM | ATPlite luciferase biochemical, luminescence, 10 min; 0 = ATP-free wells, 1 = DMSO control | 200,000 tested, under 10 active;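 active = luciferase activation factor, scaled between plate controls, of at least 2 with compound at 10 µM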
#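 test system = cell-free luciferase reagent | medium = PBS as buffer for the ATP substrate | dosing = test compounds dosed from 2 mM stocks in 100% DMSO | incubation = 10 min at ambient temperature | detection = luminescence measurement of luciferase light output | benchmarks = low control with PBS replacing ATP, high control enzyme plus ATP without compound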
# Hsp70 act: Hsp70 transcriptional activation, primary screen | HeLa Hsp70 promoter luciferase reporter, luminescence; scaled: vehicle 0, proteasome-inhibitor control 100% | activation, % at 10 µM | 0.04% of 200,000 active;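 active = activation above the mean across all tested compounds plus 3 SD, cutoff set per campaign, cut at about 5.5% in these data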;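 also: 100% = MG132 at 30 µM as the positive control and 0% = DMSO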
# * hit, by the source's call; nt = not tested or not shown.
1. O=C(Nc1cc(Cl)ccc1O)C1CCCO1 (stereo unspecified)
2. COc1ccccc1N1CCN(CC(O)COc2ccc3c(c2)OCO3)CC1 (stereo unspecified)
3. CC(CN1CCOCC1)OC(=O)c1cccc(Br)c1 (stereo unspecified)
4. O=C(/C=C/c1ccc(Br)o1)NCCCN1CCOCC1
5. C=CCOC(=O)C(=O)/C=C/c1coc2ccccc2c1=O
6. CCOc1cc(-c2nc(-c3cc(OC)c(OC)c(OC)c3)no2)cc(OCC)c1OCC
7. O=C(NCc1cccs1)C(NS(=O)(=O)c1cccc2nsnc12)c1ccccc1 (stereo unspecified)
8. CCOC(=O)C1=C(CSc2nc(-c3ccccc3)ccc2C#N)OC(N)=C(C#N)C1c1cccnc1 (stereo unspecified)
9. Cn1nc(C(F)(F)F)c2cc(C(=O)NC3CC3)sc21
10. C=CCNC(=O)C1CCN(S(=O)(=O)c2ccc(Br)cc2)CC1

Screen / compound no. | 1 | 2 | 3 | 4 | 5 | 6 | 7 | 8 | 9 | 10
HMGR II inh | -1 | -6 | -1 | 0 | -1 | nt | 0 | -3 | -4 | 3
FLuc inh counter | 2 | -4 | -3 | -2 | -6 | nt | -7 | -6 | -5 | 1
Redox H2O2 prof | 0.0 | -0.2 | 2.0 | -1.5 | -0.7 | 3.3 | -0.3 | 0.1 | -3.5 | -0.4
APP transl inh | -6 | -8 | 10 | -15 | 4 | -32 | 3 | -43 | -11 | 21
Hsp70 act | -0.3 | -0.4 | 0.2 | -0.3 | -0.4 | 0.5 | -0.1 | -0.1 | -0.2 | 0.1
APP 5'UTR act | 6 | 8 | -10 | 15 | -4 | 33 | -3 | 43 | 11 | -21
FLuc stim CS | 1 | 1 | 1 | 1 | 1.1 | nt | 1.1 | 1.1 | 1.1 | 1
STAT1 act | 105 | 102 | 99 | 105 | 93 | 101 | 90 | 107 | 108 | 91
G6PDH counter | -1 | 0 | -2 | 10 | 15 | nt | 6 | -3 | 19 | 13
NF-kB expr up | 1.1 | 0.89 | 1.2 | 1.1 | 1.2 | nt | 1.4 | 3.8* | 1.2 | 1

# Full records as entered above:
# Listed for O=C(Nc1cc(Cl)ccc1O)C1CCCO1 (stereo unspecified) = HMGR II inh = -1; FLuc inh counter = 2; Redox H2O2 prof = 0.0; APP transl inh = -6; Hsp70 act = -0.3; APP 5'UTR act = 6; FLuc stim CS = 1; STAT1 act = 105; G6PDH counter = -1; NF-kB expr up = 1.1
# Listed for CCOC(=O)C1=C(CSc2nc(-c3ccccc3)ccc2C#N)OC(N)=C(C#N)C1c1cccnc1 (stereo unspecified) = HMGR II inh = -3; FLuc inh counter = -6; Redox H2O2 prof = 0.1; APP transl inh = -43; Hsp70 act = -0.1; APP 5'UTR act = 43; FLuc stim CS = 1.1; STAT1 act = 107; G6PDH counter = -3; NF-kB expr up = 3.8*
# Listed for C=CCOC(=O)C(=O)/C=C/c1coc2ccccc2c1=O = HMGR II inh = -1; FLuc inh counter = -6; Redox H2O2 prof = -0.7; APP transl inh = 4; Hsp70 act = -0.4; APP 5'UTR act = -4; FLuc stim CS = 1.1; STAT1 act = 93; G6PDH counter = 15; NF-kB expr up = 1.2

# NF-kB expr up, what is marked active above
No. | SMILES | HMGR II inh | Redox H2O2 prof | APP transl inh | Hsp70 act | APP 5'UTR act | STAT1 act | NF-kB expr up
8 | CCOC(=O)C1=C(CSc2nc(-c3ccccc3)ccc2C#N)OC(N)=C(C#N)C1c1cccnc1 (stereo unspecified) | -3 | 0.1 | -43 | -0.1 | 43 | 107 | 3.8*

# Other results:
11. O=C(c1cc(F)ccc1F)C1CCCN(C(=O)CCc2cnccn2)C1 (stereo unspecified)
12. Cc1noc(C)c1C(=O)N1CCN(CCc2ccccc2)CC1
13. CC(c1ccncn1)N(C)Cc1nc(Cc2ccccc2F)no1 (stereo unspecified)
14. CCC(C)(C)c1nnc(NC(=O)c2ccc([N+](=O)[O-])cc2)s1
15. c1ccc(-c2ccccc2OCCCN2CCCCC2)cc1
16. COc1ccc(/C(C)=N/Nc2ncc(Cl)cc2Cl)c(O)c1
17. COc1cc([C@@H]2c3cc4c(cc3[C@H](O)[C@H]3COC(=O)[C@H]23)OCO4)cc(OC)c1OC
18. Cc1ccc(NS(=O)(=O)c2ccc(OCC(=O)Nc3cccc([N+](=O)[O-])c3)c(C)c2)cc1
19. O=c1c(N2CCOCC2)coc2ccccc12
20. C/C(=C/Cc1c(O)cc2oc(C)cc(=O)c2c1O)COC1OC(CO)C(O)C(O)C1O (stereo unspecified)

Screen / compound no. | 11 | 12 | 13 | 14 | 15 | 16 | 17 | 18 | 19 | 20
HMGR II inh | -1 | 5 | -5 | 2 | 2 | -4 | -13 | -3 | -5 | 2
FLuc inh counter | -6 | 1 | -10 | -2 | -1 | 2 | -7 | -6 | -1 | -2
Redox H2O2 prof | -0.3 | 2.4 | -1.6 | 0.2 | -0.2 | -0.5 | -0.7 | -3.6 | -1.6 | 0.4
APP transl inh | 0 | 8 | -1 | 8 | -8 | 27 | 94* | -8 | -4 | -1
Hsp70 act | -0.2 | -0.1 | 0.3 | -0.3 | 0.4 | -0.2 | -0.3 | -0.3 | 0.1 | -0.4
APP 5'UTR act | 0 | -8 | 1 | -8 | 8 | -27 | -94 | 8 | 4 | 1
FLuc stim CS | 1.1 | 1 | 1.1 | 1 | 1 | 1 | 1.1 | 1.1 | 1 | 1
STAT1 act | 98 | 101 | 100 | 99 | 98 | 100 | 113 | 100 | 101 | 100
G6PDH counter | 2 | 26 | 12 | 0 | 3 | 30 | 10 | -4 | 11 | 8
NF-kB expr up | 1.3 | 1.1 | 1 | 1.4 | 1.2 | 0.93 | 3.9* | 1.5 | 1.2 | 1.1

# An excerpt from above in order of their number in Redox H2O2 prof, largest number first:
nr	SMILES	HMGR II inh	Redox H2O2 prof	APP transl inh	Hsp70 act	APP 5'UTR act	STAT1 act	NF-kB expr up
16	COc1ccc(/C(C)=N/Nc2ncc(Cl)cc2Cl)c(O)c1	-4	-0.5	27	-0.2	-27	100	0.93
5	C=CCOC(=O)C(=O)/C=C/c1coc2ccccc2c1=O	-1	-0.7	4	-0.4	-4	93	1.2
13	CC(c1ccncn1)N(C)Cc1nc(Cc2ccccc2F)no1 (stereo unspecified)	-5	-1.6	-1	0.3	1	100	1
9	Cn1nc(C(F)(F)F)c2cc(C(=O)NC3CC3)sc21	-4	-3.5	-11	-0.2	11	108	1.2

# Continued.
21. Cn1c(=O)c2[nH]c(Nc3ccccc3)nc2n(C)c1=O
22. CCN(CC)c1nc2ccccc2[nH]1
23. Cc1cc(C)cc(OCC(=O)OCC(=O)N2CC(=O)Nc3ccccc32)c1
24. CCC(CC)C(=O)Nc1ccc(C(=O)Nc2cc(C)on2)cc1
25. COc1cc2c(cc1OC)CN(C(=S)NC(=O)c1ccccc1)CC2
26. O=C(O)CSCCOc1ccc(OCCSCC(=O)O)cc1
27. O=C(NC(=O)c1ccccc1)NC(=O)c1ccccc1

Screen / compound no. | 21 | 22 | 23 | 24 | 25 | 26 | 27
HMGR II inh | -1 | 2 | 2 | 2 | -9 | -2 | -1
FLuc inh counter | -2 | -9 | -3 | 1 | -6 | -3 | 1
Redox H2O2 prof | -0.1 | -2.3 | -1.6 | -0.8 | -0.3 | -0.2 | 0.8
APP transl inh | -7 | -5 | 12 | -16 | 1 | -28 | 22
Hsp70 act | -0.2 | -0.2 | 0.1 | 0.4 | -0.2 | -0.3 | -0.5
APP 5'UTR act | 7 | 5 | -11 | 16 | -1 | 28 | -22
FLuc stim CS | 1 | 1.1 | 1 | 1 | 1.1 | 1 | 1
STAT1 act | 87 | 102 | 99 | 98 | 98 | 95 | 104
G6PDH counter | 6 | 15 | 5 | -2 | 0 | -5 | 8
NF-kB expr up | 0.88 | 1 | 1.7 | 1.1 | 1.1 | 1.3 | 1.1

# Only HMGR II inh, STAT1 act and FLuc inh counter, for some of the entries so far:
item | SMILES | HMGR II inh | STAT1 act | FLuc inh counter
21 | Cn1c(=O)c2[nH]c(Nc3ccccc3)nc2n(C)c1=O | -1 | 87 | -2
23 | Cc1cc(C)cc(OCC(=O)OCC(=O)N2CC(=O)Nc3ccccc32)c1 | 2 | 99 | -3
